Source: PubChem BioAssay (National Center for Advancing Translational Sciences (NCATS))
ATXN2 expr inh: Primary qHTS for Inhibitors of ATXN expression. AID 1745845, 2022. 360,000 compounds, 0.72% hits. HEK-293 ATXN2-luciferase reporter, luminescence, 24 h. Potency, µM (top dose mostly 57 µM), for inactives: at the top dose activity change, negative = inhibition, most hits filed as inhibitors; also: potency is read from the fitted curve at half-maximal effect; % is scaled to controls: 0 for no effect and ±100 for the full control effect; nearly all actives have a fitted effect of over 55% in size
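qHTS (up to 57 uM final) was run with 24 h compound exposure of reporter cells at 37 °C. Each well was multiplexed: SteadyGlo luminescence measured ATXN2-luciferase expression after a fluorogenic Gly-Phe-AFC viability readout (25 uM final).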
Nrf2 activator: qHTS of Nrf2 Activators; Potency, µM (series often up to 46.1 µM), for inactives: at the highest dose activation, hits mostly activators; 410,000 compounds, 0.31% hits; AID 624171, 2012; AREc32 ARE-luciferase reporter (MCF7-derived line), luminescence, 24 h; also: potency is read from the fitted curve at half-maximal effect; % of control where 0% means no effect; nearly all actives have a fitted effect of over 65% in size
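AREc32 cells carrying an ARE-driven firefly luciferase reporter were seeded at 1000 cells/well in OPTI-MEM with 5% FBS, then exposed to compound for 24 hr at 37 deg C. Luminescence was read with Steady-Glo after 30 min at RT.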
HepG2 viability: qHTS for Inhibitors of TGF-b: Cytotox Counterscreen; Potency, µM (titrated, usually from 46.1 µM), inactives show at the highest dose activity change, negative = cytotoxicity, usual class: cytotoxic; 410,000 compounds, 0.76% hits; HepG2 CAGA-GFP viability, ATP luminescence, 18 h; also: potency is read from the fitted curve at half-maximal effect; some results filed as inactive show a strong effect at the top dose
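CellTiter-Glo luminescence gave cytotoxicity after 18 hours at 37 degrees C. The cells were HepG2 CAGA-GFP in 1% FBS DMEM, stimulated with 500 pg/mL TGF-beta after compound addition. %Activity was normalised to no-cell wells (complete cell-killing) and DMSO (no toxicity), and curves were fitted and classified.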
IL1B secr inh: qHTS for Inhibitors of Inflammasome Signaling: IL-1-beta AlphaLISA Primary Screen; THP-1 LPS/ATP IL-1B secretion, AlphaLISA, 16 h; stronger effect = lower value; activity change, % at 57.5 µM; 360,000 compounds, 4.7% hits; AID 743279, 2014; in the data active = activity change below about -50%; inconclusive = mostly about -30% to -49%; also: % is scaled to controls: 0 for no effect and ±100 for the full control effect
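THP-1 cells pretreated 1 hr with compounds (up to 57.5 uM final), then stimulated with LPS (250 ng/mL final) plus ATP (1.25 mM final); secreted IL-1B measured by AlphaLISA after 16 hr, decreased signal indicating inhibition.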
MCF10A rerep: A quantitative high throughput screen for small molecules that induce DNA re-replication in MCF 10a normal breast cells; MCF 10A DNA re-replication, Hoechst nuclear intensity, 48 h; Potency, µM (top dose mostly 46.1 µM), for the others: at the top dose activity, positive = re-replication, usual class: activators; 350,000 compounds, 2.9% hits; AID 624296, 2012; also: potency is read from the fitted curve at half-maximal effect; % of control where 0% means no effect; nearly all actives have a fitted effect of over 50% in size
S2 tox: Viability Counterscreen for Primary qHTS for Inhibitors of ATXN expression. 400,000 compounds, 0.49% hits. Potency, µM (top dose mostly 56.7 µM), usual class: cytotoxic. AID 651635, 2014. S2 cells (HEK-293 line with an ATXN2-luciferase reporter) viability, CellTiter-Fluor protease fluorescence, 24 h; also: potency is read from the fitted curve at half-maximal effect; nearly all actives have a fitted effect of over 40% in size
A549 viability: Nrf2 qHTS screen for inhibitors: counterscreen for cytotoxicity. A549 ARE-Fluc cells, CellTiter-Fluor viability, 18-24 h. Potency, µM (doses to about 46 µM), for the others: at the top dose activity change, negative = cytotoxicity, usual class: inhibitors. 390,000 compounds, 0.16% hits. AID 504648, 2011; also: potency is read from the fitted curve at half-maximal effect; % is scaled to controls: 0 for no effect and ±100 for the full control effect
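A549 ARE-Fluc cells in 5% FBS OPTI-MEM, 5000 cells/well, rested 2 h then exposed to compounds in concentration-response for 18-24 h at 37 °C. Viability by CellTiter-Fluor fluorescence (Ex 405/Em 525) after 30 min; luciferase luminescence (BugLite, 15 min, RT) read afterwards.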
TGFb SMAD3 inh: qHTS for Inhibitors of TGF-b; HepG2 CAGA-GFP TGF-b/SMAD3 reporter, GFP fluorescence, 18 h; TGF-beta stimulated, 500 pg/mL final; Potency, µM (top dose mostly 46.1 µM), inactives show at the highest dose activity, negative = inhibition, most hits filed as inhibitors; 410,000 compounds, 1.2% hits; also: potency is read from the fitted curve at half-maximal effect; % is scaled to controls: 0 for no effect and ±100 for the full control effect; nearly all actives have a fitted effect of over 65% in size
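Smad-responsive CAGA-GFP expression was quantified in HEPG2 cells exposed to compounds and 500 pg/mL final TGF-beta for 18 h at 37 degrees C; unstimulated wells defined full inhibition.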
Nrf2 block: Nrf2 qHTS screen for inhibitors. A549 ARE-Fluc reporter, luciferase luminescence, 18-24 h. Potency, µM (doses to about 46 µM), for inactives: top-dose activity change, negative = inhibition, hits mostly inhibitors. 360,000 compounds, 2.1% hits; also: potency is read from the fitted curve at half-maximal effect; % is scaled to controls: 0 for no effect and ±100 for the full control effect; nearly all actives have a fitted effect of over 60% in size
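A549 ARE_Fluc cells, 5000/well, 5% FBS OPTI-MEM; compounds in dose-response, 18-24 h at 37 °C/5% CO2; CellTiter-Fluor viability read (Ex 405/Em 525), then BugLite luciferase luminescence = Nrf2 activity.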
* marks the source's active call; other numbers are inactive results; i = inactive; ? = inconclusive; . = no result given; [ ] = dose if it differs, or a comment. Unless noted, calls follow the shape of the dose curve; as a rule, active = well fitted curve in the direction sought with a large enough effect; inconclusive = small, poorly fitted or top-dose-only effect, or another doubt; inactive = no such curve, though single readings can be large; an effect the other way counts as inactive or inconclusive.

[1] CC(C)=CC(=O)OCC(=O)Nc1ccc(F)cc1Cl
[2] COc1ccc(NC(=O)CCS(=O)(=O)c2cc(Br)cc3c2N(C(C)=O)CC3)c(OC)c1
[3] COc1ccccc1CN1CCC(n2nccc2NC(=O)CCOc2ccccc2)CC1
[4] O=C1C2CC=C(Cl)CC2C(=O)N1CCc1ccccc1 (stereo unspecified)
[5] O=C(NCc1ccc(F)cc1F)c1cc(COc2c(F)cccc2F)on1
[6] COCCn1c(C)cc(C(=O)CSc2nnc3ccccn23)c1C
[7] COc1cc2[nH]c(=S)n(N(C(C)=O)C(C)=O)c(=O)c2cc1OC
[8] Cc1ccc([C@H]2C[C@H](O)[C@@H](n3cc(C4CC4)nn3)CN2C(=O)C2CCCCC2)cc1

compound no.	1	2	3	4	5	6	7	8
ATXN2 expr inh	8%	7%	2%	8%	-6%	7.1µM*	-2%	1%
Nrf2 activator	2.9%	-0.8%	-0.4%	2.5%	-0.7%	-4.9%	0.3%	-0.3%
HepG2 viability	1%	1%	-9%	-11%	0%	-24%	-2%	0%
IL1B secr inh	2	.	i	-12	4	-8	27	14
MCF10A rerep	-20%	.	1%	-1%	-2%	11%	?	.
S2 tox	i	i	i	i	i	i	i	i
A549 viability	2%	4%	0%	8%	3%	-3%	-10%	.
TGFb SMAD3 inh	4%	17%	-14%	-4%	14%	-1%	20%	23%
Nrf2 block	8%	.	0%	3%	6%	?	-7%	.

[9] O=C(NCc1ccccc1F)C1CCCN1C(=O)NC1CCCCC1 (stereo unspecified)
[10] Cc1ccc2c(c1)N(CC(=O)N1CCc3ccccc3C1)C(=O)CO2
[11] O=C(NC(NC(=S)Nc1cccc(Cl)c1)C(Cl)(Cl)Cl)OCc1ccccc1 (stereo unspecified)
[12] CCOC(=O)c1sc(=S)n(C)c1NC(=O)c1ccccc1C
[13] CCn1nccc1C(=O)Nc1ccc(Cl)c(Cl)c1
[14] CC(C)(C)c1ccc(C(=O)NC(=S)N2CCCC2)cc1
[15] CC(=O)c1c(C)oc2ccc(NS(=O)(=O)c3ccc(F)cc3C)cc12
[16] COc1ccc(OC)c(Cc2nnc(CCC(=O)N3CCC(N4CCCCC4)CC3)o2)c1

compound no.	9	10	11	12	13	14	15	16
ATXN2 expr inh	3%	7%	?	-10%	32%	4%	-14%	19%
Nrf2 activator	0.2%	0.1%	3.5%	1.7%	6.1%	-0.9%	0.8%	3.1%
HepG2 viability	-2%	-1%	11µM*	-14%	-26%	-6%	-15%	-13%
IL1B secr inh	-4	9	?	17	19	-15	7	-13
MCF10A rerep	3%	2%	17%	0%	1%	3%	7%	3%
S2 tox	?	i	?	i	i	i	i	i
A549 viability	-1%	-16%	?	-3%	10%	0%	-17%	1%
TGFb SMAD3 inh	-10%	29%	6.3µM*	5%	-27%	0%	?	-3%
Nrf2 block	-2%	.	16µM*	26%	30%	-4%	?	17%

[17] O=C(O)C1CCN(C(=O)c2cc(F)cc3c2OCOC3)CC1
[18] COC(=O)c1cccc(Nc2c(-c3ccc(O)c(OC)c3)nc3nc[nH]n23)c1
[19] C/C(=N\NC(=O)c1ccc(C)cc1C)c1ccc2c(c1)OCO2
[20] Cc1cccc(Nc2ncnc(N)c2[N+](=O)[O-])n1
[21] O=C(CCS(=O)(=O)c1ccc(Cl)cc1)Nc1ccc(F)cc1
[22] CCCCCCCOc1ccc(C2CC(=O)N(C)C2=O)cc1 (stereo unspecified)
[23] COc1ccc(OC)c(N2Cc3ccccc3C2)c1
[24] O=C(O)COc1ccc(/C=N/n2c(COc3ccccc3)nc3ccccc3c2=O)cc1

compound no.	17	18	19	20	21	22	23	24
ATXN2 expr inh	10%	11%	10%	0%	3%	13%	-7%	9%
Nrf2 activator	0.4%	3.5%	0.6%	2.8%	3.7%	4.9%	-0.1%	3.1%
HepG2 viability	14%	-11%	-1%	-31%	3%	-18%	-5%	1%
IL1B secr inh	11	.	17	-14	63	-76*	-8	-9
MCF10A rerep	24%	.	9%	0%	5%	?	?	9%
S2 tox	i	i	i	i	i	i	?	i
A549 viability	2%	2%	-3%	1%	0%	2%	-9%	8%
TGFb SMAD3 inh	-2%	-10%	16%	-16%	-2%	1%	-14%	?
Nrf2 block	0%	.	-15%	-3%	-12%	-22%	2%	12%

[25] COc1ccccc1CNC(=O)C1CCCN1S(=O)(=O)c1cccc2cccnc12 (stereo unspecified)
[26] O=[N+]([O-])c1ccc(O)c(/C=N/Nc2nc3ccccc3[nH]2)c1
[27] N#Cc1ccc(-c2csc(NC3=NCCCCC3)n2)cc1
[28] Cc1cc(-c2nnc(SCC(=O)Nc3nccs3)o2)no1
[29] CCCNS(=O)(=O)c1ccc(CCC(=O)N2CCC(C)CC2)cc1
[30] CC(=O)CCSc1ncnc2sc(-c3ccccc3)cc12
[31] CC1=CCC2C(=O)N(c3cccc(C(=O)Nc4ccc(Cl)cc4)c3)C(=O)C2C1 (stereo unspecified)
[32] O=C(COc1ccc(Cl)cc1)NCC(=O)N1CCC2(CC1)NCCc1[nH]cnc12

compound no.	25	26	27	28	29	30	31	32
ATXN2 expr inh	0%	?	-26%	8%	-8%	91%[activator]	-13%	5%
Nrf2 activator	3.1%	-0.5%	4.7%	1.5%	0.3%	4.8%	-0.8%	-0.2%
HepG2 viability	1%	-26%	-9%	-11%	-19%	-20%	-14%	1%
IL1B secr inh	6	31	-26	-8	-3	-91*	-80*	-3
MCF10A rerep	7%	8.2µM*	?	-1%	8%	10%	5%	11%
S2 tox	i	?	i	i	i	i	i	i
A549 viability	0%	-26%	7%	-1%	-6%	2%	-9%	-2%
TGFb SMAD3 inh	?	?	3%	-10%	2%	?	0%	24%
Nrf2 block	-2%	?	?	-3%	-2%	?	?	6%

[33] COc1cccc(NC(=O)[C@H](C)NC(=O)C2CCN(S(=O)(=O)c3ccc(C)cc3)CC2)c1
[34] Cc1cc(NC(=O)C2CCCN2C(=O)Nc2cccc(Cl)c2)ccc1-n1cnnn1 (stereo unspecified)
[35] C/C(=N\NC(=O)c1cc(Br)ccc1O)c1ccccn1
[36] COc1ccc(/C=N/Nc2ccc([N+](=O)[O-])cc2S(=O)(=O)N2CCN(C)CC2)cc1
[37] CCC(=O)Nc1ccc(S(=O)(=O)N2CCc3ccccc3C2)cc1
[38] FC(F)(F)c1nc2ccccc2n2c(-c3ccc(Cl)cc3Cl)nnc12
[39] C/C(=N\N1CCN(C)CC1)c1ccc(OC(F)F)cc1
[40] O=C(CS(=O)(=O)c1cn(Cc2cccc(F)c2)c2ccccc12)N1CCCCC1

compound no.	33	34	35	36	37	38	39	40
ATXN2 expr inh	15%	-29%[11.3 µM]	?	-3%	-10%	-17%	-3%	-11%
Nrf2 activator	-0.4%	-1.0%	0.3%	0.2%	1.9%	-0.9%	0.1%	-0.7%
HepG2 viability	-1%	-36%	-27%	6%	-15%	-24%	-6%	-15%
IL1B secr inh	-2	?	-81*	4	36	-4	13	-21
MCF10A rerep	16%	-4%	?	9%	12%	26%	?	-1%
S2 tox	i	i	i	i	i	i	i	i
A549 viability	1%	-3%	-16%	6%	2%	1%	12%	1%
TGFb SMAD3 inh	6%	-1%	?	11%	-29%	?	-2%	0%
Nrf2 block	-9%	16µM*	3%	13%	-17%	-4%	11%	-17%

5 of the entries above in order of the IL1B secr inh value, descending.
| cpd | structure | IL1B secr inh |
| --- | --- | --- |
| 37 | CCC(=O)Nc1ccc(S(=O)(=O)N2CCc3ccccc3C2)cc1 | 36 |
| 33 | COc1cccc(NC(=O)[C@H](C)NC(=O)C2CCN(S(=O)(=O)c3ccc(C)cc3)CC2)c1 | -2 |
| 38 | FC(F)(F)c1nc2ccccc2n2c(-c3ccc(Cl)cc3Cl)nnc12 | -4 |
| 40 | O=C(CS(=O)(=O)c1cn(Cc2cccc(F)c2)c2ccccc12)N1CCCCC1 | -21 |
| 35 | C/C(=N\NC(=O)c1cc(Br)ccc1O)c1ccccn1 | -81* |

(listing goes on)
[41] O=C(COC(=O)COc1cc(Cl)c(Cl)cc1Cl)NC1CC1
[42] O=S(=O)(CCc1ccncc1)C1Cc2cccc3cccc1c23 (stereo unspecified)
[43] Cc1cc(NC(=O)CCC(=O)N(c2ccccc2)C(C(=O)NC2CCCC2)c2ccccc2C)no1 (stereo unspecified)
[44] COc1cc(/C=C(\C#N)c2nc3ccccc3[nH]2)ccc1Oc1ccc([N+](=O)[O-])cn1
[45] Cc1ccc(NC(=O)CN(C)C(=O)c2ccccn2)cc1
[46] Cc1ccc(/C=C/C(=O)NCc2cccs2)c(C)c1

compound no.	41	42	43	44	45	46
ATXN2 expr inh	-16%	10%	-11%	-24%	1%	13%[11.3 µM]
Nrf2 activator	-0.7%	1.4%	-0.4%	12%	-0.7%	5.0%
HepG2 viability	-6%	1%	2%	-33%	-3%	-11%
IL1B secr inh	-6	-21	19	?	6	-13
MCF10A rerep	1%	14%	10%	?	-5%	-22%
S2 tox	i	i	i	?	i	i
A549 viability	-5%	5%	-1%	?	2%	3%
TGFb SMAD3 inh	1%	0%	-8%	?	8%	6%
Nrf2 block	-2%	-35%	6%	?	4%	?

Some entries already given, limited to Nrf2 block:
no.	SMILES	Nrf2 block
46	Cc1ccc(/C=C/C(=O)NCc2cccs2)c(C)c1	?
45	Cc1ccc(NC(=O)CN(C)C(=O)c2ccccn2)cc1	4%
